FID counter = displaces DNA intercalator in HCV helicase counter-screen; AID 1845; inhibition, % at 7.9 µM; 290,000 compounds, 0.17% hits; DNA fluorescent intercalator displacement, fluorescence; in the data active = inhibition above about 37%;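 note: 0% = vehicle and 100% = reference compound; higher means more ethidium bromide displaced from hairpin DNA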
IMP-1 inh = blocks Pseudomonas aeruginosa IMP-1 metallo-beta-lactamase | purified IMP-1, nitrocefin hydrolysis, epi-absorbance fluorescence | 290,000 compounds, 0.45% hits | inhibition, % at 5.6 µM | AID 1556;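 active = inhibition above the mean plus 3 SD of all compounds in the same screening run, cut at about 4.5% in these data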;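 note: 0% = IMP-1 with DMSO and 100% = DMSO wells lacking enzyme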
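Assay system: purified recombinant IMP-1 beta-lactamase. Input: IMP-1 0.2 nM before substrate addition. Buffer or medium: Zinc- and detergent-supplemented HEPES buffer, pH 7.1. Schedule: 25 °C, 15 min preincubation, 25 min reaction. Signal: Epi-absorbance fluorescence, 480 nm excitation, 530 nm emission. Evaluation: percent inhibition from optical density relative to buffer-blank wells.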
SUMO HTRF inh = inhibitors of human SUMOylation (UBC9); HTRF SUMOylation assay, SAE1/SAE2 + UBC9, in vitro; inhibition, % at 35 µM; 290,000 compounds, 0.36% hits; AID 2006; in the data active = inhibition above about 50%, passing the limit was not always enough; note: strong numbers were not always called active
Target sequence (P63279 whole entry, looked up): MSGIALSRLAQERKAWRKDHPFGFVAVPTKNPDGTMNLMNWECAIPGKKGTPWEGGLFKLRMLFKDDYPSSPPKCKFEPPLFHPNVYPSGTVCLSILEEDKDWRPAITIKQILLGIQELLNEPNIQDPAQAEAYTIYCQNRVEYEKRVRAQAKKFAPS
NS3 helicase inh = blocks Hepatitis C virus NS3 helicase unwinding | NS3 helicase DNA unwinding, Cy5 molecular beacon fluorescence | inhibition, % at 10.9 µM | 290,000 compounds, 0.56% hits | AID 1800;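 active = inhibition above the mean of all tested compounds plus 3 SD, set per campaign, cut at about 35% in these data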;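 note: 0% = DMSO wells and 100% = thioflavine S control wells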
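Control set: DMSO versus 110 µM thioflavine S; Material: NS3 helicase fragment of HCV; Measured by: Cy5 fluorescence at 0 and 60 min, beacon hairpin quenching; Read-out basis: percent inhibition from t60/t0 fluorescence ratio; Times: reaction time 60 min, 25 °C; Repeats: single replicate; Compound dosing: single dose, 10.9 µM nominal final, DMSO 0.8% final.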
VIM-2 inhibitor = blocks Pseudomonas aeruginosa VIM-2 metallo-beta-lactamase | inhibition, % at 5.6 µM | purified VIM-2, nitrocefin hydrolysis, epi-absorbance fluorescence | 290,000 compounds, 0.89% hits;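 active = inhibition above the mean of all tested compounds plus 3 SD, cutoff set per screening run, cut at about 7.5% in these data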;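 note: red hydrolysis product quenches plate fluorescence so inhibitors raise well fluorescence; 0% = enzyme with DMSO and 100% = DMSO without enzyme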
p-CIP stab down = compounds decreasing mouse p/CIP protein stability | Q05BA5 | F442A p/CIP-EGFP cells, EGFP fluorescence, 16 h | decrease of EGFP signal, % at 10 µM | 290,000 compounds, 0.01% hits | AID 1984;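 active = EGFP signal decrease of at least 30% at 10 µM or well 3 SD below plate mean, unless failing retest; inactive = the rest, including hits failing retest or dose response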; note: some compounds called inactive have numbers as strong as hits; many of its hits are not listed in these tables
IDE act = IDE (human) activation, cell-based; P14735; HEK cells, FAbeta-B cleavage, fluorescence polarization; 0% vehicle, 100% cell-free pure enzyme wells; activation, % at 5.96 µM; 340,000 compounds, 0.073% hits; AID 493087;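 active = activation above the mean of all tested compounds plus 3 SD, set per screening campaign, cut at about 17% in these data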
M18AAP inhibitor = PfM18AAP enzyme inhibition. recombinant PfM18AAP, H-Glu-NHMec fluorogenic cleavage. 290,000 compounds, 1.2% hits. inhibition, % at 7.35 µM;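 active = inhibition above the campaign mean inhibition over all tested compounds plus 3 SD, cut at about 28% in these data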;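 note: 0% = plate median of test compound wells and 100% = 2 mM ZnCl2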
IDE inh = cellular human IDE inhibition; 320,000 compounds, 0.41% hits; HEK cells, FAbetaB cleavage, fluorescence polarization; inhibition, % at 5.59 µM; P14735;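 active = percent inhibition above the average of all tested compounds plus 3 SD, set per screening campaign, cut at about 16% in these data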;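 note: IDE supplied by intact live HEK cells; FP after avidin binding of uncleaved biotin substrate so inhibition keeps polarization high; 0% = DMSO wells and 100% = 60 µM reference IDE inhibitor Ii1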
The depositor's hits bear a star; / = not tested or not shown.

SMILES	FID counter	IMP-1 inh	SUMO HTRF inh	NS3 helicase inh	VIM-2 inhibitor	p-CIP stab down	IDE act	M18AAP inhibitor	IDE inh
CCc1ccccc1NC(=O)CN(c1ccc(OC)cc1OC)S(=O)(=O)c1ccccc1	-38	-3.2	-18	-15	-0.9	2	-1	3	2
N#C/C(=C\c1ccccc1C(=O)O)c1nc2ccccc2[nH]1	-6	-4.6	15	10	-5.3	-2	-1	6	3
Cc1cc(C)cc(NS(=O)(=O)c2ccc3[nH]c(=O)ccc3c2)c1	-9	-4.5	9	-7	-3.1	-12	-5	2	/
CC(C)OC(=O)/C(C#N)=C\c1cccnc1	15	-2.3	5	-2	-4.1	-4	5	-6	3
CCn1c(C(=O)OC)cc2c1ccn2-c1ccc(F)cc1	-1	-1.0	6	-6	1.7	-4	5	-11	1
Cc1cc2c(=O)n(CC(=O)NCC(=O)N3CCN(Cc4ccccc4)CC3)cnc2s1	-8	-3.7	9	-7	-1.5	-8	5	2	-2
O=C(NC(=O)c1ccccc1O)c1ccc(C(F)(F)F)cc1	0	-1.9	15	31	-0.3	-10	/	1	5
CCN(C(=O)c1cc2c(=O)[nH]c3ccc(C)cc3c2s1)c1ccc(F)cc1	-9	-3.5	25	3	-0.7	-3	0	-10	-2
O=C(NC(Cc1ccccc1)C(=O)O)/C(=C\c1ccccc1)NC(=O)c1ccco1 (stereo unspecified)	-14	0.0	4	-4	-1.1	-3	-1	2	0
Cc1ccsc1C(=O)Nc1ccc(C(=O)O)cc1	3	-4.0	12	4	0.1	-11	-3	4	5
CCOc1ccc2nc(NCCCNS(=O)(=O)c3ccc(F)cc3)c(C#N)cc2c1	-4	-0.8	/	-1	-3.1	/	7	2	-2
CN(C)S(=O)(=O)c1cc(NC(=O)CN2CCCc3ccccc32)ccc1Cl	-9	-1.6	-7	-27	0.7	10	-2	5	0
O=C(/C=C/c1ccco1)Nc1ccc2nn(-c3ccccc3)nc2c1	-8	-2.7	22	15	-1.4	2	-1	-3	8
OC(COc1ccccc1)CN1CCC(Cc2ccccc2)CC1 (stereo unspecified)	9	-2.4	0	3	-1.5	-6	2	3	0
O=C(O)CNC(=S)N(Cc1ccccc1Cl)C1CCCCC1	-46	2.0	-9	24	0.8	4	-4	-3	7
FC(F)(F)COc1nc(N/N=C/c2cccnc2)nc(N2CCCCC2c2ccccn2)n1 (stereo unspecified)	-33	-3.1	-3	0	-3.4	2	3	7	0
Cc1ccc(Nc2nc(-c3sc(NC(=O)c4ccc([N+](=O)[O-])cc4)nc3C)cs2)cc1	5	-1.9	3	4	-4.1	-4	/	3	4
CCC1CCCCN1C(=S)Nc1cccc(S(=O)(=O)N(C)C)c1 (stereo unspecified)	-2	-1.9	2	5	-1.1	0	3	6	-2
COc1ccc2c(c1)[nH]c1c(Cl)ncnc12	3	0.7	2	0	1.7	-13	-3	-5	-2
COc1ccc(C)cc1S(=O)(=O)N(C)CC(=O)N1CCN(C)CC1	-1	-6.0	-4	4	-4.3	7	-6	-6	0
Cn1cccc1/C=N/N1CCN(c2ccccn2)CC1	-4	-3.6	-6	-8	-1.1	-14	5	-1	1
S=C(c1ccc(Br)cc1)N1CCN(Cc2ccccc2)CC1	-9	0.7	-4	-14	1.7	8	-1	42*	0
CSCc1cc(N(C)c2ccccc2)nc(-c2ccccn2)n1	-23	-3.2	5	-24	64*	-3	0	-1	8
O=C(CCSc1ccc(Cl)cc1)N1CCCCCC1	-19	-1.9	-2	1	-8.1	-17	1	-1	3
CCCC(=O)Nn1cnc2c(c1=O)C1(CCCCC1)Cc1ccccc1-2	-13	0.8	16	-3	0.1	32	-3	4	-2
CCC1=C2CC[C@H]3C(=O)N(CC(=O)OC)C(=O)[C@H]3[C@H]2[C@@]2(C)C(=NCC(=O)OC)OC(=O)N2C1=O	/	/	15	/	/	-8	2	/	5
CCc1ccc(NC(=O)CN(c2ccc3c(c2)OCO3)S(=O)(=O)c2c(C)noc2C)cc1	-4	-4.2	14	-2	-3.5	-12	3	3	4
FC(F)(F)c1cccc(NC(=S)NCc2ccccn2)c1	4	-0.2	9	-1	0.4	-17	2	9	0
CCOC(=O)C1=C(C)NC(=O)C1(NC(=O)c1cccnc1)C(F)(F)F (stereo unspecified)	-3	-1.9	2	3	-1.9	-15	5	1	-1
CC(C)Cn1c(CN2CCN(C(=O)c3ccco3)CC2)nc2c1c(=O)n(C)c(=O)n2C	-29	-3.1	6	1	-4.8	-5	2	-16	0
COc1ccc(-c2cc(C(F)(F)F)nc(SCC(=O)N3CC(C)OC(C)C3)n2)cc1OC (stereo unspecified)	-11	-2.9	-22	12	-3.4	8	0	2	/
CN(CC#CCC(c1ccccc1)c1ccccc1)C(C)(C)C	7	-1.9	15	-23	-1.2	2	8	3	0
N#C/C(=C\c1cccc([N+](=O)[O-])c1)C(=O)NCc1cccnc1	4	-3.6	-3	1	-1.3	-7	-1	0	-5
CC(=O)N(CCC1(C(C)C)CCOC(C)(C)C1)C(C)c1cccs1 (stereo unspecified)	-41	-2.8	-9	3	-2.5	-14	5	-4	2
COc1ccc(NC(=O)NNC(=O)c2cc(C3CC3)nc3ccccc23)c(OC)c1	-19	-3.1	-3	0	-2.8	8	0	-3	-4
CCOc1ccc(N(Cc2ccc(OC)cc2)C(=O)c2ccco2)cc1	-37	-1.8	-8	-10	-4.3	-33	-2	-4	-1
O=C(CCNC(=O)c1ccccc1Cl)NCCc1ccc(C(F)(F)F)cc1	-19	-2.6	7	7	-1.2	0	0	0	6
NC(=O)CC(NC(=O)c1ccccc1)c1ccc(NCCc2cccc(F)c2)c([N+](=O)[O-])c1 (stereo unspecified)	/	/	12	/	/	-16	2	/	2
CCOC(=O)C1CCN(C(=O)Nc2ccc(OC)c(OC)c2)CC1	-6	-1.8	3	7	0.5	-1	-1	13	0
COc1ccc(NC(=O)c2sc3nc(C)nc(N4CCN(c5ccccn5)CC4)c3c2C)c(OC)c1	-17	-3.1	28	-11	-3.0	-3	-3	-5	10
CCc1cc2c(SCC(=O)c3cccs3)ncnc2s1	-7	-4.0	-19	-3	-4.0	-3	-8	-8	-2
COc1ccc(C(=O)NNC(=O)CSc2nnc(COc3ccccc3)n2C)cc1	-16	-2.3	10	5	-5.8	1	0	6	-3
COc1ccccc1/C=C/C(=O)c1ccc(NC(C)=O)cc1	-12	-2.6	13	12	-5.8	-4	8	2	3
CC(=O)N1CCCC(C(=O)c2ccc3c4c(cccc24)CC3)C1 (stereo unspecified)	-23	-1.2	12	-1	1.3	-28	-4	-4	1
COc1ccc(C(=O)/C=C/C(=O)N(CC(=O)NC2CCCCC2)Cc2ccccc2)c(O)c1	-35	-2.6	17	3	-5.2	0	-4	1	/
CCCc1nc2ccccc2c2nc(N)nn12	-1	-5.5	11	-1	2.6	-24	5	16	8
COc1cc(Nc2cc(C)nc3nc(C)nn23)cc(OC)c1OC	-8	-2.3	11	7	13*	-1	4	-8	2
CN(C)c1ccc(C=C2C(=O)OC(C)(C)OC2=O)cc1	-1	-0.7	14	-13	-2.0	1	3	-1	-3
CCCOC(=O)c1ccc(NC(=O)Oc2ccccc2)cc1	-6	0.2	15	5	1.9	-16	0	4	-1
COc1ccc(-c2cnc3ncnn3c2N)cc1	2	-2.4	29	10	-0.8	-2	-4	-12	5

New compounds follow.
SMILES	FID counter	IMP-1 inh	SUMO HTRF inh	NS3 helicase inh	VIM-2 inhibitor	p-CIP stab down	IDE act	M18AAP inhibitor	IDE inh
CC(C(=O)O)n1c(C(F)(F)F)nc2ccccc21 (stereo unspecified)	1	-3.8	6	-3	-4.0	2	2	-5	2
Cc1ccc(C(=O)NCCc2ccccn2)cc1S(=O)(=O)N1CCOCC1	-7	-2.3	17	11	-3.0	-7	/	-1	-5
Cc1ccc(S(=O)(=O)N2CCN(C(=O)c3c(C)nn(-c4ccccc4)c3Cl)CC2)cc1	-11	-3.7	23	6	-5.0	3	-3	7	5
CCOc1ccc(NC(=O)CCC(=O)NNC(=O)c2ccc(Br)o2)cc1	-10	-0.2	23	-5	1.0	-16	4	-11	2
Cc1cccc(OCc2nnc(SCC(=O)NC3CCCCC3)n2C)c1	-34	-1.9	-10	1	-0.5	12	-2	1	-4
C=CCn1c(Cc2ccc(OCC)cc2)nnc1SCC(N)=O	-10	-0.1	11	3	0.6	-10	4	9	-1
O=C(NCCCN=C1NS(=O)(=O)c2ccccc21)c1ccc(S(=O)(=O)N2CCOCC2)cc1	-1	-5.3	9	-1	0.4	-10	6	-9	1
CC(C)c1nc2ccc(C(=O)O)cc2[nH]1	-1	-2.5	22	-3	-2.5	2	1	-5	0
CC(C)NC(=O)C1CCN(C(=O)c2ccc(-c3ccccc3)cc2)CC1	-21	-0.9	0	-4	-1.4	3	-5	-14	11
CCOC(=O)N1CCN(Cc2ccc3c(c2)OCO3)CC1	-3	-1.4	4	12	-0.6	9	1	-1	2
Cc1ccc(NS(=O)(=O)c2csc(C(N)=O)c2)c(C)c1	-5	-5.2	3	-1	-3.4	-7	-2	-4	12
Cc1sc(NC(=O)c2ccco2)c(CN2CCC(C)CC2)c1C	-3	1.9	19	-2	-0.2	-16	-4	-6	0
COc1ccc(/C=N/NC(=O)CN(c2ccc(OC)cc2)S(=O)(=O)c2ccccc2)cc1	-7	-3.3	-16	-13	-1.8	-9	3	5	1
O=C(CN(C(=O)c1nsc(Cl)c1Cl)c1cccc(F)c1)NC1CCCC1	-25	-1.1	-5	-3	-4.4	-16	3	-1	0
O=C(COC(=O)c1ccc([N+](=O)[O-])cc1)NC1CCCC1	0	-2.4	-15	-2	-1.6	9	2	-1	-1
CC(C)(C)c1ccc(-c2ncccc2O)cc1	-2	-0.9	13	-8	0.6	-13	-1	0	2
COc1ccc(/C=N/Nc2nc(-c3ccc(Cl)cc3)cc(C(F)(F)F)n2)c(OC)c1	0	-3.5	-18	-2	-2.2	-5	-1	0	2
COc1cc(/C=N\NC(=O)CN2CCOCC2)ccc1OCC(=O)Nc1ccc(C)c(C)c1	-21	-3.2	-8	-7	-3.1	3	1	18	4
Nc1cc(C(F)(F)F)ccc1C(=O)O	3	-2.7	6	2	-1.0	-9	3	-9	-1
Cc1ccc2c(c1)NC(=O)C(CC(=O)NCCN(C)C)O2 (stereo unspecified)	0	-4.4	12	4	-1.7	-10	4	5	1
COC(=O)C1CSC(C(=O)OC)N1C(=O)Nc1ccc(Cl)c(Cl)c1 (stereo unspecified)	-4	-1.4	-12	14	-4.7	7	-1	9	2
CC(C)(C)c1ccc(S(=O)(=O)N2CCCCC2C(=O)NCc2ccccn2)cc1 (stereo unspecified)	/	/	16	/	/	-15	3	/	0
